Source: PubChem
VP16 counter = counter-screen for ROR gamma inhibitors: Gal4-VP16 reporter | AID 2546 | Potency, µM (top dose mostly 53.6 µM), inactives show at the highest dose activity, negative = inhibition, hits mostly inhibitors | 310,000 compounds, 3.5% hits | Drosophila S2 Gal4-VP16 UAS-luciferase, luminescence, 20 h;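 further: Gal4-VP16 expression switched on by copper sulfate through the metallothionein promoter; potency means the concentration at half of the fitted maximal effect; on the % scale 0 is the no-effect control and ±100 the full control effect; nearly all actives have a fitted effect of over 50% in size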
ELG1 repair inh = ELG1-dependent DNA repair inhibition. HEK293T ELG1-luciferase reporter, luminescence, 16 h; DNA damage induced by 5-fluorouridine. Potency, µM (top dose mostly 46.1 µM), without a hit: at the highest dose activity change, negative = inhibition, usual class: inhibitors. 330,000 compounds, 2.3% hits. AID 504467; further: potency means the concentration at half of the fitted maximal effect; on the % scale 0 is the no-effect control and ±100 the full control effect; nearly all actives have a fitted effect of over 55% in size
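Luminescence from the luciferase reporter, measured 30 min after ONE-Glo reagent at room temperature, was the read-out. Beforehand, 2,000 cells per well were exposed for 16 hr at 37 °C to 5-fluorouridine together with compound or vehicle.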
NPC1 prom act = activates the NPC1 promoter | AID 485313 | 320,000 compounds, 2.4% hits | Potency, µM (series often up to 9.22 µM), inactives show at the highest dose activation, hits mostly activators | Huh7 NPC1 promoter luciferase reporter, 24 h;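 further: potency means the concentration at half of the fitted maximal effect; % of control where 0% means no effect; nearly all actives have a fitted effect of over 60% in size; reporter is driven by a mutant NPC1 promoter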
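Cells: Huh7 expressing luciferase under the NPC1 promoter, 1500/well. Seeded 2 h, compound added, incubated 24 h at 37 °C. Luciferase reagent, 10 min ambient, then luminescence.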
Tb PFK inh = blocks T. brucei phosphofructokinase; O15648; T. brucei PFK, ADP-Glo luminescence; Potency, µM (doses to about 57.5 µM), for inactives: at the highest dose activity, negative = inhibition, hits mostly inhibitors; 330,000 compounds, 0.17% hits;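 further: potency means the concentration at half of the fitted maximal effect; 0% = uninhibited 1x PFK enzyme wells and -100% = no-enzyme wells; nearly all actives have a fitted effect of over 60% in size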
Target sequence (O15648 whole entry, looked up): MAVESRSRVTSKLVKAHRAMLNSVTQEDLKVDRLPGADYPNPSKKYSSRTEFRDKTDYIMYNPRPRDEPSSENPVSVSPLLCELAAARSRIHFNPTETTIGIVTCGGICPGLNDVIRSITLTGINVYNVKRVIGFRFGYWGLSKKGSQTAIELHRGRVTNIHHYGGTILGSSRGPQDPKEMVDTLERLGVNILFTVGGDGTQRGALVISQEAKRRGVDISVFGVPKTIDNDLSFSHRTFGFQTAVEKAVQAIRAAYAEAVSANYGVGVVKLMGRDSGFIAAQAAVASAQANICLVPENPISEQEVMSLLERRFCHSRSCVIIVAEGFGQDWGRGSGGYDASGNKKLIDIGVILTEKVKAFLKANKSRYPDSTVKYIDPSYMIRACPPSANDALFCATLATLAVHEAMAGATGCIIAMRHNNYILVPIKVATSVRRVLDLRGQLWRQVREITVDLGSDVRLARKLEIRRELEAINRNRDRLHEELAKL
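Activity is normalized to no-enzyme wells (full inhibition) and 1.25 nM enzyme wells (no inhibition). Reaction: 0.5 mM F6P, 0.1 mM ATP, 45 min RT, ADP-Glo luminescence; concentration-response curves fitted and classed by quality.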
p53 reactivator = mutant p53 re-activation in reporter cells. 320,000 compounds, 0.063% hits. Potency, µM (top dose mostly 92.2 µM), for inactives: top-dose activity change, positive = activation, most hits filed as activators. H1299 p53-A138V BP100-luciferase reporter, luminescence, 24 h; further: potency means the concentration at half of the fitted maximal effect; % of control where 0% means no effect; nearly all actives have a fitted effect of over 45% in size
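p53-null H1299 cells stably carrying temperature-sensitive p53-A138V and a BP100-luciferase reporter were pinned with compounds (4-point, 1:5 series) and held 24 hrs at 37 deg C. Luminescence was read 10 min after detection reagent.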
FLuc modulator = firefly luciferase modulation, counter-screen for miR-21 project; P08659; purified FLuc, Km substrates, luminescence inhibition; Potency, µM (doses to about 57.5 µM), for the others: at the top dose activity change, negative = inhibition, actives largely listed as inhibitors; 360,000 compounds, 6.9% hits; AID 588342;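 further: potency means the concentration at half of the fitted maximal effect; plate controls were vehicle for no effect and reference inhibitor for full effect; nearly all actives have a fitted effect of over 55% in size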
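Purified P. pyralis luciferase (10nM final) with 10uM D-luciferin and 10uM ATP (Km levels) in 50mM Tris acetate pH 7.5, 10mM Mg acetate, 0.01% Tween-20, 0.05% BSA; qHTS 6-point titration, ~60 µM downward; luminescence read.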
BRCA1 expr act = BRCA1 expression activation; MCF7-BRCA1-FFLuc reporter, luminescence, 48 h; response scale: scaled: vehicle 0%, 10 µM genistein 100%; Potency, µM (series often up to 46.1 µM), inactives show top-dose activation, most hits filed as activators; 380,000 compounds, 1.1% hits; AID 624202; further: potency means the concentration at half of the fitted maximal effect; nearly all actives have a fitted effect of over 80% in size; some results filed as inactive show a strong effect at the top dose
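Activators of BRCA1 expression were detected as increased firefly luciferase luminescence in engineered MCF7 cells after 48 h compound incubation. Signals were scaled to genistein 10 microM as full activation.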
ELG1 genotox = induces genotoxicity in HEK293T cells with luciferase-tagged ELG1 | Potency, µM (doses to about 46 µM), inactives show top-dose activity change, positive = activation, actives largely listed as activators | AID 504466 | 330,000 compounds, 1.3% hits | HEK293T ELG1-luciferase reporter, luminescence, 16 h; further: potency means the concentration at half of the fitted maximal effect; % of control where 0% means no effect; nearly all actives have a fitted effect of over 60% in size
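ELG1-luciferase HEK293T cells, 2,000/well; compound pinned in; 16 hr, 37 °C, 5% CO2; ONE-Glo, 30 min RT; luminescence on CCD imager.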
RORgamma inh = ROR gamma (mouse) transcription inhibition. P51450. Potency, µM (doses to about 53.6 µM), for inactives: top-dose activity change, negative = inhibition, most hits filed as inhibitors. AID 2551. Drosophila S2 Gal4-RORgamma UAS-luciferase reporter, 20 h. 310,000 compounds, 5.4% hits; further: potency means the concentration at half of the fitted maximal effect; on the % scale 0 is the no-effect control and ±100 the full control effect; nearly all actives have a fitted effect of over 60% in size
Target sequence (P51450 whole entry, looked up, the tested form may be a part): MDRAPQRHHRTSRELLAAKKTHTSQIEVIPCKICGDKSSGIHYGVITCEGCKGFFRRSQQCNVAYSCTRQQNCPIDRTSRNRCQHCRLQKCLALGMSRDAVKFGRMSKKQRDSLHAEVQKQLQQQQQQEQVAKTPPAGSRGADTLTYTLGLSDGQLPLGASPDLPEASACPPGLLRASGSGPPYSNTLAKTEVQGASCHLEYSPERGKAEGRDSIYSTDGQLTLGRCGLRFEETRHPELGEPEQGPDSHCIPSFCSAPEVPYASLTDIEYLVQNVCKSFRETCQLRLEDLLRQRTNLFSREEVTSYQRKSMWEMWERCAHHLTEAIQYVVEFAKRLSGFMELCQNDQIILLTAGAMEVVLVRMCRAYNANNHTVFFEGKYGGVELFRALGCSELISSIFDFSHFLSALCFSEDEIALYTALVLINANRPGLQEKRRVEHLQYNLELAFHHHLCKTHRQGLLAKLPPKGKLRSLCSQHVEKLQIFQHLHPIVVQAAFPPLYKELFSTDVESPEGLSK
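Schneider cells (Drosophila), stable Gal4 DBD–ROR gamma + UAS-luc; 1 hr cmpd preincubation; Cu2+ induction 700 uM final; 20 hr ambient; luminescence.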
TRPV1 ag = human TRPV1 agonism | Q8NER1 | TRPV1-expressing cells, Fluo-8 calcium influx, agonist mode | activation, % at 8.33 µM | 320,000 compounds, 0.19% hits | AID 540275; in the data active means activation above about 80%; inconclusive means between about 30% and that limit; further: 0% is about no effect
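Fluo-8 calcium influx in TRPV1-expressing cells, kinetic read (ex 480/em 520 nm). Compound added and read 3 min for agonist activity, followed by capsaicin at EC20 final and 2 min further read for enhancement.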
Rab9 prom act = activators of Rab9 promoter | Huh7 Rab9 promoter-luciferase reporter, luminescence, 24 h | Potency, µM (titrated, usually from 9.22 µM), inactives show at the top dose activation, negative = inhibition, usual class: activators | 320,000 compounds, 2.8% hits; further: potency means the concentration at half of the fitted maximal effect; % of control where 0% means no effect; nearly all actives have a fitted effect of over 60% in size
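Quantitative HTS format; Huh7 Rab9-luciferase reporter cells (1500/well) receive compound 2 h post-plating, incubate 24 h at 37 °C, then get luciferase reagent for 10 min before luminescence reading.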
Active calls of the source: *; u = inconclusive; x = no result given; [ ] = dose if it differs, or a comment. Unless noted, the call rests on the fitted dose curve; in most records, active means well fitted curve in the direction sought with a large enough effect; inconclusive means small, poorly fitted or top-dose-only effect, or another doubt; inactive means no such curve, though single readings can be large; an effect the other way counts as inactive or inconclusive.

Values run as follows: FLuc modulator | TRPV1 ag | ELG1 genotox | Rab9 prom act | NPC1 prom act | p53 reactivator | VP16 counter | BRCA1 expr act | Tb PFK inh | RORgamma inh | ELG1 repair inh
- CCOc1ccc(N(CC(=O)Nc2ccc(C)cc2)S(=O)(=O)c2c(C)[nH]c(=O)[nH]c2=O)cc1
 : -0.1% | 0.0 | -0.5% | -3.6% | -1.5% | 2.5% | 0.4% | 4.5% | 10.9% | 12.6% | 9.8%
- O=C(CSc1nc2ccccc2[nH]1)Nc1ccc2[nH]c(=O)[nH]c2c1
 : -12.7% | -1.0 | 1.5% | 0.8% | 2.3% | -1.3% | x | -17.7% | u | x | -0.2%
- COc1ccc(-c2cc(C(=O)N(C)Cc3ccccc3)no2)cc1OC
 : -5.4% | 2.3 | 5.2% | -5.3% | -0.9% | -8.9% | -3.3% | 4.0% | 0.1% | 21.4% | 0.8%
- CCOC(=O)[C@H]1[C@H]2COc3ccc(OC)cc3[C@@H]2N2C(=O)c3cc(C)ccc3NC(=O)[C@@]12C
 : 4.2% | 98.7* | -0.6% | -1.1% | -2.1% | -9.6% | x | -17.7% | 0.0% | x | -8.3%
- Cc1nnc(SCC(=O)Nc2cc(C(N)=O)cc(C(N)=O)c2)n1-c1ccccc1
 : 0.5% | -2.2 | 4.6% | 5.7% | 0.3% | -0.5% | -2.6% | -5.3% | -2.4% | -6.1% | 3.3%
- CCC1CCCCN1S(=O)(=O)c1ccc(C(=O)Nc2nnc(-c3ccccc3Cl)o2)cc1 (configuration not stated)
 : 5.5% | 2.0 | -4.5% | -26.0% | -24.5% | 9.6% | 0.0079µM* | -67.9%[inhibitor] | -0.5% | 0.282µM* | u
- CCOC(=O)N/N=C/c1c(C)nn(-c2ccccc2Cl)c1Cl
 : 9.53µM* | 3.4 | u | u | u | u | u | 75.2% | -2.7% | u | u
- Cc1ccc(OCCn2cc(C=O)c3ccccc32)cc1
 : 0.1% | -0.8 | -0.4% | -2.5% | -1.3% | -2.1% | -8.5% | -4.5% | 2.5% | u | -9.9%
- COC(OC)C12c3ccccc3C(c3ccccc31)C1C(=O)N(c3cccnc3)C(=O)C12 (configuration not stated)
 : 0.9% | 2.3 | -4.9% | -1.2% | -3.9% | -1.3% | -1.3% | 0.7% | -2.8% | 15.6% | 7.2%
- O=C(Cc1ccc([N+](=O)[O-])cc1)Nc1ccc(C(=O)N2CCOCC2)cc1
 : 1.2% | 0.4 | -0.7% | -0.4% | 0.7% | -8.6% | 2.1% | 12.3% | -22.0% | -21.0% | -15.0%
- COc1cc2c(cc1OC)C(c1cccc(Br)c1)NC(=O)C2 (configuration not stated)
 : -1.4% | 0.3 | u | 18.8% | 4.1% | x | u | -25.6% | 0.9% | 19.2% | u
- CSCCC(NC(=O)c1ccco1)C(=O)N(C)CC(=O)Nc1ccccc1Br (configuration not stated)
 : -3.4% | 2.9 | 0.6% | -5.1% | 1.5% | -5.5% | x | 2.1% | -2.8% | x | 11.8%
- O=C(NC1C2CCCC1CN(C1CC1)C2)c1ccc(Cl)cc1 (configuration not stated)
 : 0.6% | u | 1.1% | -1.0% | 1.3% | x | -7.6% | -45.1% | -3.3% | u | -6.7%
- COc1cc(C(=O)Nc2ccc(N3CCOCC3)cc2)ccc1OCc1c(C)noc1C
 : -14.3% | u | 2.1% | -0.1% | -1.6% | -8.4% | -20.7% | 16.5% | 0.1% | u | 4.8%
- CC(C)n1c(SCC(=O)NC2CC2)nnc1-c1ccco1
 : -3.0% | -2.2 | 1.2% | 0.0% | 3.3% | 17.4% | 11.0% | 14.6% | 2.5% | -13.8% | 10.1%
- CCn1c(Cn2nnc(-c3ccccc3)n2)nnc1SCC(=O)Nc1cccc(C)c1C
 : 6.5% | 1.3 | -0.6% | -0.6% | -5.9% | -4.8% | -7.3% | -2.2% | -2.3% | 11.1% | u
- COc1ccc(CC(=O)N(Cc2ccccc2)C(C)C)cc1
 : -0.2% | 0.5 | -9.3% | -1.5% | -6.8% | -18.6% | -8.4% | -11.3% | 2.7% | 0.2% | 0.2%
- Cc1[nH]c2ccc(C(=O)O)cc2c1C
 : -3.8% | 2.7 | 6.8% | -0.2% | 7.5% | -2.9% | u | 4.5% | -3.6% | 18.0% | u
- COc1ccc(CN(C(C)=O)c2ccccc2C(=O)O)cc1
 : -0.4% | -1.7 | 1.2% | -3.1% | -1.1% | -1.8% | -8.8% | 12.8% | 0.2% | -1.3% | 7.1%
- Cc1ccnc(SCC(=O)Nc2cc(C)on2)n1
 : 0.3% | -0.1 | 2.4% | -3.1% | 0.2% | 10.4% | 5.9% | -23.0% | 4.1% | 0.5% | 13.0%
- Cc1ccc(NC(=O)C2COc3ccccc3O2)nc1 (configuration not stated)
 : 13.5µM* | u | 10µM* | 26.9% | 24.1% | u | -11.5% | -29.1% | -8.4% | u | u
- CCS(=O)(=O)Nc1cccc(C(=O)O)c1
 : 5.9% | 0.1 | -3.8% | -3.8% | -0.9% | -0.3% | 1.5% | 2.5% | 0.5% | -28.5% | -7.0%
- O=C1CC(c2cccc(Cl)c2)CC(O)=C1C=Nc1cccc(Cl)c1 (configuration not stated)
 : -12.1% | -2.5 | 2.8% | -4.0% | -10.3% | -1.5% | -0.1% | -1.5% | -1.3% | u | -14.8%
- C=CCNc1cc(N2CCCC2)ccc1[N+](=O)[O-]
 : -7.1% | 16.0 | -0.1% | -12.6% | -3.8% | -0.1% | -22.7% | -4.4% | 0.6% | 14.1% | -5.8%
- CCN(CC)S(=O)(=O)c1ccc(NS(=O)(=O)c2ccc(F)cc2)cc1
 : 0.5% | -6.4 | -0.7% | 8.3% | -1.3% | -5.9% | -9.0% | 15.5% | 2.7% | 0.0% | 0.7%
- Cc1ccc(/C(N)=N/OC(=O)c2ccco2)cc1
 : 2.39µM* | 4.9 | u | 2.51µM* | 3.98µM* | 17.8µM* | u | 0.1% | -3.0% | u | u
- COc1nc(N(C)S(=O)(=O)c2ccc(C)cc2)nc(C)c1Br
 : 2.4% | -3.2 | -7.7% | -1.5% | -0.6% | 4.9% | -10.8% | -13.4% | 3.5% | 40.6% | -8.2%
- CCn1nnc2cc(C(=O)Nc3ccc(C(=O)OC(C)C)cc3)ccc21
 : x | x | 1.9% | x | x | -2.2% | x | -19.5% | 3.9% | x | u
- N#C/C(=C/c1ccc(OCc2ccccc2)cc1)C(=O)NC1CCCCC1
 : 3.5% | 3.8 | 8.2% | 22.5% | 25.0% | 11.6% | -1.5% | 51.8% | -4.5% | -8.0% | 31.6%
- Cn1c(SCC(=O)c2ccccc2)nnc1-c1ccco1
 : 21.3µM* | 2.6 | u | u | 26.1% | u | u | 29.2% | -7.7% | 8.4% | u
- CCOc1ccc(NC(=O)c2ccc3c(=O)n(-c4ccc(OC)cc4OC)c(=S)[nH]c3c2)cc1
 : u | u | u | -12.3% | -8.9% | -1.1% | 15.8µM* | x | -0.2% | u | 8.2µM*
- COc1ccc(OCCNC(=O)c2cc(C3CC3)nc3c2cnn3C(C)C)cc1
 : -1.7% | u | -2.4% | -7.3% | -2.8% | -7.8% | x | -31.0% | 2.2% | x | -4.7%
- C/C(=C\C(=O)c1ccccc1)NNc1nc2ccccc2s1
 : -11.8% | -3.5 | 0.4% | 10.7% | 2.2% | 8.8% | u | -1.1% | 1.4% | 7.94µM* | u
- O=C(NCCCCC(NC(=O)c1ccc([N+](=O)[O-])cc1)C(=O)O)c1ccc([N+](=O)[O-])cc1 (configuration not stated)
 : -2.3% | 0.0 | 0.7% | -4.5% | -3.1% | -2.0% | -2.0% | 0.0% | -2.8% | 0.8% | 1.1%
- COc1ccc(Cn2c(=O)[nH]c3cc(C(=O)NCCCN4CCCC4)ccc3c2=O)cc1
 : 7.7% | -1.1 | -0.1% | -0.7% | -5.2% | 1.7% | -0.4% | 6.8% | 3.7% | 3.3% | -1.9%
- C=CCn1c(SCC(=O)N(C)C2CCS(=O)(=O)C2)nc2ccccc2c1=O (configuration not stated)
 : 2.4% | 2.1 | -0.1% | -7.0% | -2.8% | -2.3% | -0.6% | -3.2% | -1.2% | -12.6% | 13.0%
- CN(C)C(=O)C[n+]1ccc(/C=N/O)cc1
 : 7.7% | -1.0 | -0.2% | -5.5% | -2.2% | 5.7% | 1.2% | 0.0% | -3.6% | 3.3% | -7.5%
- O=C(Nc1ccc(F)cc1F)NC1CC1
 : -0.1% | 1.0 | -1.6% | 1.6% | 0.2% | 8.1% | 6.7% | 4.7% | -7.1% | 1.5% | 3.5%
- O=C(Cc1cccs1)NCc1ccc2c(c1)OCO2
 : -26.6% | 7.4 | u | 18.1% | 12.4% | u | -3.7% | 54.2% | -9.9% | u | u
